Screening data: PubChem, Sanford-Burnham Center for Chemical Genomics
APJ antag – APJ receptor antagonism; P35414; CHO-K1 APJ beta-arrestin complementation, luminescence; inhibition, % at 20 µM; 0.32% of 330,000 active; AID 2521;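 active = inhibition above about 40% at 20 µM, limit read from the data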;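 also: cells challenged with 10 nM apelin-13 agonist together with compound; plate controls were apelin-13 plus DMSO wells for no effect and DMSO wells lacking apelin-13 for full effect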
UPR CHOP act – apoptotic UPR (CHOP) activation; CHO-CHOP luciferase reporter, luminescence; percent of tunicamycin response over DMSO baseline; activation, % at 10 µM; 0.34% of 330,000 active; AID 449763;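 active = at 10 µM dose, activation of 40% or more, normalized to positive control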;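 also: 100% = tunicamycin at 10 µg/mL and 0% = DMSO alone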
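Test system: CHO CHOP reporter cells. Input: 500 CHO-CHOP cells per well. Medium: F12 with 10% FBS. Technique: luciferase luminescence. Measure: percent activation relative to tunicamycin control. Dosing: 10 µM compound, 0.5% DMSO. Timing: 16-18 h cell attachment, then 6 h compound exposure, 37 °C.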
UPR XBP1 act – activators of adaptive arm of unfolded protein response (XBP1); CHO-XBP1 luciferase reporter, IRE1-XBP1 UPR activation, luminescence; percent of tunicamycin response, DMSO as zero; activation, % at 20 µM; 0.33% of 330,000 active;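 active = versus positive control, 20 µM dose yields 30% or more activation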;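 also: 100% = tunicamycin at 10 µg/mL and 0% = DMSO only wells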
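Material – CHO cell line with stable XBP1 luciferase reporter · Buffer or medium – F12 plus 10% FBS · Compound – single point, 20 µM final compound, 1% DMSO · Schedule – 16-18 h cell attachment at 37 °C, then 6 h compound exposure · Signal – Steady-Glo luminescence read · Benchmarks – high control tunicamycin 10 µg/mL final, low control DMSO vehicle only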
tim23-1 inh – inhibits growth of tim23-1 mutant yeast | S. cerevisiae tim23-1 growth, BacTiter-Glo luminescence, 24 h | 1.3% of 330,000 active | inhibition, % at 20 µM;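 active = growth inhibition of the mutant yeast at or above 50%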;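 also: temperature-sensitive mutant grown at 25 °C; plate controls were DMSO-treated mutant yeast for no effect and medium wells lacking yeast for full effect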
Jurkat NFkB inh – lowers PMA/ionomycin-induced NF-kB signal in Jurkat cells; inhibition, % at 4 µM; 0.53% of 330,000 active; PMA/ionomycin-induced NF-kB luciferase reporter, luminescence; AID 435003; in the data active = inhibition above about 50%
APJ agonist – APJ receptor agonism; AID 2520; CHO-K1 APJ PathHunter beta-arrestin, luminescence; 0% DMSO wells, 100% apelin; P35414; 0.11% of 330,000 active; activation, % at 20 µM;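 active = activation more than six SD over the plate average, tested at 20 µM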;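 also: 0% = DMSO alone and 100% = apelin-13 at 10 nM; some results filed as inactive read as strong as hits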
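Assay system: CHO-K1 cells stably expressing ProLink-tagged human APJ and arrestin–beta-gal acceptor. Compound dosing: 20 µM single point, 1% DMSO. Times: 16-18 h seeding, 90 min dark compound exposure, 60 min detection. Detection: beta-gal luminescence. Evaluation: APJ–arrestin association signal. Controls: negative DMSO alone, positive Apelin-13 at 10 nM.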
697 NFkB inh – inhibitors of the PMA/ionomycin-induced NF-kB reporter in 697 B cells | 697 B-cell NF-kB luciferase reporter, 16 h | inhibition, % at 4 µM | 0.33% of 330,000 active | AID 435022; in the data active = inhibition above about 35%
Mdm2-MdmX inh – disrupts the human Mdm2-MdmX interaction; O15151+Q00987; SaOS-2 split-luciferase Mdm2/MdmX complementation, luminescence; inhibition, % at 8 µM; 3% of 330,000 active;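 active = inhibition of at least 50% at 8 µM in the primary screen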
Target sequence (O15151 whole entry, looked up): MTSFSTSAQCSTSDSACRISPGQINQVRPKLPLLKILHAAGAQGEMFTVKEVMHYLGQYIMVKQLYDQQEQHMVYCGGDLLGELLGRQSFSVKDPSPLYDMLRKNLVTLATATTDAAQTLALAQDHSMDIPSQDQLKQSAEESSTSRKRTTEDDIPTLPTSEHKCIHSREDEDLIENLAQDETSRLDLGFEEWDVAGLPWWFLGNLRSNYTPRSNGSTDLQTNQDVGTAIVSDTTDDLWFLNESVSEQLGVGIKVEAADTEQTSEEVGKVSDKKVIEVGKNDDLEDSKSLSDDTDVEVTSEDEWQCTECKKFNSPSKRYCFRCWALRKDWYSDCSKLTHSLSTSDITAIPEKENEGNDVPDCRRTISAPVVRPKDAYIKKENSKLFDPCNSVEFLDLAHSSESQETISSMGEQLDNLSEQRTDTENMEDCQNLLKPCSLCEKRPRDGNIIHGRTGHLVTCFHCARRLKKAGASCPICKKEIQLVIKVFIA
Target sequence (Q00987 whole entry, looked up): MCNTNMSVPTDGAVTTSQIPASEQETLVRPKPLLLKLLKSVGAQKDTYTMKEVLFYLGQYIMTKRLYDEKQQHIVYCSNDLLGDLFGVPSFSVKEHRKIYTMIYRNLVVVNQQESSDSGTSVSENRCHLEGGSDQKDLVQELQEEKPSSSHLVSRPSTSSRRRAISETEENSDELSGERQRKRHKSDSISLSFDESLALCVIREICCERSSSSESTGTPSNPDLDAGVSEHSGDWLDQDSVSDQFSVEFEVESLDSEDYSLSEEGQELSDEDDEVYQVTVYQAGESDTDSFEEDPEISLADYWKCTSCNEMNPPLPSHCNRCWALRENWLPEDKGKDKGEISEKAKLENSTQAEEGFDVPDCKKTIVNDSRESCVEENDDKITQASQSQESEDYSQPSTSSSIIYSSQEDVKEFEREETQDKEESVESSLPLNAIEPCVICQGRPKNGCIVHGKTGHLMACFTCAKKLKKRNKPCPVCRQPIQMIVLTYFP
The depositor's hits bear a star. This is a random part of the collection, and some 5% of all compounds hit somewhere here.

SMILES	APJ antag	UPR CHOP act	UPR XBP1 act	tim23-1 inh	Jurkat NFkB inh	APJ agonist	697 NFkB inh	Mdm2-MdmX inh
COC(=O)C1=C(C)N(C)C(C)=C(C(=O)OC)C1c1ccccn1	2	-1.2	-5	-4	-10	0	22	-4
C=CCn1c(-c2ccccc2[N+](=O)[O-])n[nH]c1=S	6	-0.8	-2	-2	10	-4	16	-5
Cc1cc(=O)oc(C)c1C(=O)Nc1ccc2nsnc2c1	-10	-4.1	4	13	2	1	8	-8
CC1CCCC(C(=O)OCc2ccccc2)N1 (configuration not stated)	-12	-0.6	-2	-4	-14	-2	1	-44
NNc1nc(-c2ccccc2Cl)nc2sc3c(c12)CCCC3	-16	4.1	3	63*	-75	4	-146	-73
COc1ccc(NC(=O)CN2CCN(c3ccccc3Cl)CC2)cc1	2	-0.1	-1	12	-16	-7	-21	-1
O=C1NCCN1c1ccc(CN2CCN(C3CCCCC3)C(CCO)C2)cc1 (configuration not stated)	4	-1.5	-1	10	-17	-2	-10	-9
C=CCn1ncc(OC)c(Cl)c1=O	-5	-0.8	0	13	-19	-4	0	8
O=C(COc1ccc(-c2nnco2)cc1)N1CCN(S(=O)(=O)c2ccc3ccccc3c2)CC1	6	0.1	1	-8	-16	-2	1	12
CCN(CC(=O)Nc1cccc(F)c1)Cc1nc2ccccc2c(=O)[nH]1	-7	-0.1	0	11	0	-4	7	7
Cc1cccc2cc(CN(Cc3ccccc3)C(=O)c3cccc(F)c3)c(Cl)nc12	3	0.7	-2	24	13	-4	21	9
CC(=O)Cc1nsc(NC(=O)C2Cc3ccccc3C(=O)O2)n1 (configuration not stated)	-2	1.8	-2	13	-19	-7	-3	-2
CCn1c(C)cc(=S)c2ccccc21	-26	-1.0	0	14	-5	12	4	9
CCOc1ncccc1C(=O)OCC(=O)N1CCc2ccccc21	11	0.6	2	9	5	-2	21	-12
Cc1cccc(N2CCN(C(=O)c3cn4ccccc4n3)CC2C)c1 (configuration not stated)	-1	-0.4	0	8	7	-1	-11	-26
O=C(O)C1CCCN1C(=O)OCc1ccccc1 (configuration not stated)	11	1.2	2	8	15	-5	13	15
Cc1ccc(N2CC(C(=O)N3CCOCC3)CC2=O)cc1Cl (configuration not stated)	13	-2.1	3	7	9	1	-8	15
Cn1c(=O)oc2cc(S(=O)(=O)N3CCC(C(=O)NCc4ccccc4Cl)CC3)ccc21	-14	1.0	0	12	20	10	7	51*
COc1ccc(N2CCCn3c2nc2c3c(=O)n(CCN3CCOCC3)c(=O)n2C)cc1	16	-1.1	2	11	12	-2	19	2
Cc1ccc(NS(=O)(=O)c2cccc(C(=O)NCCCN3CCCC3=O)c2)cc1	6	1.9	-5	11	1	-3	17	24
Cc1ccc(S(=O)(=O)NCC(=O)OCC(=O)N2C(C)CCCC2C)cc1 (configuration not stated)	3	-1.0	-1	-1	-3	-3	7	7
CC1CCC(NC(=O)C2CC(O)CN2S(=O)(=O)c2ccc([N+](=O)[O-])cc2)CC1 (configuration not stated)	-29	0.8	-2	-5	-5	2	14	-18
CC(CCCC(C)(C)O)NCc1cn[nH]c1-c1ccc2c(c1)OCO2 (configuration not stated)	-26	2.3	3	10	10	-5	9	-9
CCC1(C)Cc2ccccc2-c2nc(NCCCO)[nH]c(=O)c21 (configuration not stated)	8	-0.5	-2	16	-19	-1	-1	5

14 structures from above, arranged by number of heavy atoms, lowest first:
SMILES	APJ antag	UPR CHOP act	UPR XBP1 act	tim23-1 inh	Jurkat NFkB inh	APJ agonist	697 NFkB inh	Mdm2-MdmX inh
C=CCn1ncc(OC)c(Cl)c1=O	-5	-0.8	0	13	-19	-4	0	8
CCn1c(C)cc(=S)c2ccccc21	-26	-1.0	0	14	-5	12	4	9
O=C(O)C1CCCN1C(=O)OCc1ccccc1 (configuration not stated)	11	1.2	2	8	15	-5	13	15
Cc1ccc(N2CC(C(=O)N3CCOCC3)CC2=O)cc1Cl (configuration not stated)	13	-2.1	3	7	9	1	-8	15
CCC1(C)Cc2ccccc2-c2nc(NCCCO)[nH]c(=O)c21 (configuration not stated)	8	-0.5	-2	16	-19	-1	-1	5
CCOc1ncccc1C(=O)OCC(=O)N1CCc2ccccc21	11	0.6	2	9	5	-2	21	-12
CC(CCCC(C)(C)O)NCc1cn[nH]c1-c1ccc2c(c1)OCO2 (configuration not stated)	-26	2.3	3	10	10	-5	9	-9
CCN(CC(=O)Nc1cccc(F)c1)Cc1nc2ccccc2c(=O)[nH]1	-7	-0.1	0	11	0	-4	7	7
O=C1NCCN1c1ccc(CN2CCN(C3CCCCC3)C(CCO)C2)cc1 (configuration not stated)	4	-1.5	-1	10	-17	-2	-10	-9
Cc1ccc(NS(=O)(=O)c2cccc(C(=O)NCCCN3CCCC3=O)c2)cc1	6	1.9	-5	11	1	-3	17	24
Cc1cccc2cc(CN(Cc3ccccc3)C(=O)c3cccc(F)c3)c(Cl)nc12	3	0.7	-2	24	13	-4	21	9
Cn1c(=O)oc2cc(S(=O)(=O)N3CCC(C(=O)NCc4ccccc4Cl)CC3)ccc21	-14	1.0	0	12	20	10	7	51*
COc1ccc(N2CCCn3c2nc2c3c(=O)n(CCN3CCOCC3)c(=O)n2C)cc1	16	-1.1	2	11	12	-2	19	2
O=C(COc1ccc(-c2nnco2)cc1)N1CCN(S(=O)(=O)c2ccc3ccccc3c2)CC1	6	0.1	1	-8	-16	-2	1	12

Following part.
SMILES	APJ antag	UPR CHOP act	UPR XBP1 act	tim23-1 inh	Jurkat NFkB inh	APJ agonist	697 NFkB inh	Mdm2-MdmX inh
CC1CCc2c(cnc3ncnn23)C1 (configuration not stated)	-7	1.2	-1	8	-3	-1	11	-9
CS(=O)(=O)Nc1ccccc1C(=O)NCCSc1ccc(Cl)cc1	-7	-1.3	-4	26	-8	0	-30	-13
O=C(CN1CCN(C2CCCCC2)CC1)Nc1ccccc1-c1ccccc1	7	-1.3	-1	11	11	-2	10	26
CCc1ccc(C(=O)NNC(=O)c2ccc3c(=O)n4c(nc3c2)CCC4)cc1	20	2.4	-3	0	-12	-1	4	-3
Cc1ccc(S(=O)(=O)N(CCC#N)CCN2CCCC2)cc1	4	-1.7	0	1	-5	-4	14	-2
CCOC(=O)c1c(NC(=S)NC(=O)/C=C/c2cccs2)sc(C)c1C	-44	0.6	27	10	-27	7	8	-21
NC(=O)c1c(NC(=O)CN2C(=O)CCC2=O)sc2c1CCCCC2	1	0.0	1	-5	-11	0	14	12
CC12CS(=O)(=O)CC1SC(=S)N2Cc1ccccc1 (configuration not stated)	-12	1.1	-1	-3	9	-2	19	-6
O=C(c1ccccc1)N1CCN=C1SCc1ccc([N+](=O)[O-])cc1	3	-0.3	-1	15	8	-1	17	-3
CC(C)c1nc2ccc(NC(=O)C34CC5CC(CC(C5)C3)C4)cc2[nH]1	2	0.5	2	15	-24	-3	2	7
CCn1c(SCC(=O)c2ccccc2)nnc1-c1cccs1	-23	1.3	2	24	-25	-4	-4	-10
CCCc1cc(=O)[nH]c(SCC(=O)N(CC)Cc2ccccc2)n1	-7	11	-3	18	5	4	3	11

A run of entries of the results above, for reference:
SMILES	APJ antag	UPR CHOP act	UPR XBP1 act	tim23-1 inh	Jurkat NFkB inh	APJ agonist	697 NFkB inh	Mdm2-MdmX inh
CCn1c(SCC(=O)c2ccccc2)nnc1-c1cccs1	-23	1.3	2	24	-25	-4	-4	-10
CCCc1cc(=O)[nH]c(SCC(=O)N(CC)Cc2ccccc2)n1	-7	11	-3	18	5	4	3	11

(cont.)
SMILES	APJ antag	UPR CHOP act	UPR XBP1 act	tim23-1 inh	Jurkat NFkB inh	APJ agonist	697 NFkB inh	Mdm2-MdmX inh
COc1ccccc1N1CCN(C(=O)CNC(=O)Cn2cnc3sc(C)c(C)c3c2=O)CC1	9	-0.2	-3	6	11	1	-11	-5
COc1ccccc1C(CCNCc1ccc(N(C)C)cc1)c1ccc(OC(C)C)cc1 (configuration not stated)	2	4.2	1	7	22	-2	-13	97*
O=C1CCC(C(=O)O)(c2ccccc2)C1 (configuration not stated)	-3	1.2	0	2	-4	1	-7	9
COc1cc(OC)cc(-c2c(-c3cccs3)c3cc(Br)ccc3n2C)c1	-7	-0.9	-4	12	15	-1	8	21
COc1cc(C)c(NC(=S)Nc2ccc(Cl)c(Cl)c2)cc1OC	-10	-2.5	-3	34	-5	-3	-11	-3
c1ccc(N2CCN(Cc3nc4ccccc4[nH]3)CC2)nc1	11	3.7	-3	1	11	-2	10	-6
COc1c(C)cc(C(=O)C2CCCN(C(=O)c3cc(C)n(C)n3)C2)cc1C (configuration not stated)	3	1.9	2	12	23	3	-5	22
O=C(Nc1cccc(C(F)(F)F)c1)c1cccc(NS(=O)(=O)c2ccc(O)c(C(=O)O)c2)c1	13	0.3	1	20	-14	-1	-13	-10
COc1ccc(/C=N/n2cncn2)cc1CSc1ccccn1	8	-0.6	-2	1	8	-2	-7	-6
Cc1ccc(C(C)C)c(OCc2nnc(SCC(=O)Nc3nccs3)n2C)c1	22	-1.5	1	11	-2	2	-20	-7
Cc1cc(C)c2nc(NC(=O)C3CSC4(C)CCC(=O)N34)sc2c1 (configuration not stated)	-1	2.9	-1	13	-7	-4	47*	-3
CCN(C(=O)CN1C(=O)/C(=C/c2ccccc2F)SC1=S)C1CCS(=O)(=O)C1 (configuration not stated)	2	2.1	-6	7	4	-3	7	6
N#Cc1ccccc1OCC(=O)OCC(=O)Nc1ccc2c(c1)OCO2	6	-0.8	-2	13	-3	-2	-5	14
COc1ccc(CCNC(=O)CSc2nc3[nH]ncc3c(=O)[nH]2)cc1OC	-2	-0.1	1	2	5	-3	10	6
CCCCn1c(SCC(=O)N(C)C2CCS(=O)(=O)C2)nc2cc(S(N)(=O)=O)ccc21 (configuration not stated)	-8	0.3	0	9	-4	1	8	-1
O=C(O)Cn1c(=S)sc2ccccc21	-2	-1.2	-1	6	4	-3	9	7
CCOC(=O)N1CCN(S(=O)(=O)N2CCCC(C(=O)NCCc3ccccc3)C2)CC1 (configuration not stated)	-11	-1.9	0	12	-18	-4	2	6
CCCNC(=O)N[C@@H](Cc1ccccc1)C(=O)OC	15	-1.1	-4	19	0	-1	21	0
CCC(=O)Nc1ccc(NC(=O)Cc2ccccc2)cn1	3	-1.1	-1	11	-7	11	-21	-22
COc1ccc(OC)c(NC2=NC3(CCCC3)N=C(N)N2)c1	4	0.3	-1	2	36	0	-11	6
CCOc1ccc(S(=O)(=O)N2CCN(Cc3ccccc3)CC2)cc1	7	0.9	-4	30	2	-2	8	13
CC(C)(C)c1ccc(-c2nc(-c3ccncc3)no2)cc1	-4	0.6	-3	8	-193	-3	-355	-10
COc1ccc(C(=O)Nc2cccc(C(=O)N3CCCC3)c2)cc1	-2	3.5	2	4	-3	-3	-7	11
OC1CCCN(Cc2ccc3ccc4cccc5ccc2c3c45)C1 (configuration not stated)	-19	0.9	3	5	-15	4	-1	-15
